inhibitors of VEEV: inhibitors of VEEV TC-83 cytopathic effect, confirmation, Vero cells (AID 588727). Vero cells, VEEV TC-83 cytopathic effect inhibition; higher % means a stronger effect. inhibition, % at 20 µM; hits with a dose series show IC50 in µM. 0.13% of 350,000 active; in the data active means a potency from the dose series; inconclusive means inhibition mostly from about 14% at the one dose, without a potency; inactive means the rest, 99 in 100 with inhibition below about 12%; further: strong numbers were not always called active
PhoP GFP inhibition: PhoP regulon inhibitors, Salmonella typhi PhoP promoter GFP reporter, confirmatory (AID 1850); 0.33% of 310,000 active; one-dose inhibition, % at 50 µM; IC50 in µM for titrated hits; Salmonella Typhi PhoP-promoter GFP reporter, fluorescence, 4 h; higher % means a stronger effect; in the data active means a potency from the dose series; inconclusive means inhibition mostly from about 25% at the one dose, without a potency; inactive means the rest, 99 in 100 with inhibition below about 19%;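 further: 0% = induced wells with vehicle and 100% = uninduced wells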
H1N1 NS1A inhibition: H1N1 influenza NS1A inhibitors, functional cell based assay (AID 504329); inhibition, % at 12.5 µM, or IC50 in µM where a hit was titrated; 0.3% of 340,000 active; NS1A functional cell-based assay, percent inhibition; higher % means a stronger effect; in the data active means a potency from the dose series; inconclusive means inhibition above about 27% without an active follow-up result; further: strong numbers were not always called active
M. tuberculosis HTS: M. tuberculosis growth inhibition, HTS (AID 449762). M. tuberculosis H37Rv growth inhibition, 7H9 media; higher % means a stronger effect. one-dose inhibition, % at 25 µM; IC50 in µM for titrated hits. 0.59% of 330,000 active; in the data active means a potency from the dose series; inconclusive means inhibition above about 70% without an active follow-up result;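 further: bacterial growth assessed after seven days of incubation; strong numbers were not always called active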
tuberculosis growth: growth inhibition of non-replicating M. tuberculosis (AID 488890). Mycobacterium tuberculosis non-replicating, growth inhibition; higher % means a stronger effect. one-dose inhibition, % at 25 µM; IC50 in µM for titrated hits. 0.39% of 320,000 active; in the data active means a potency from the dose series; inconclusive means inhibition mostly from about 82% at the one dose, without a potency; inactive means the rest, 99 in 100 with inhibition below about 76%;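 further: plate controls were DMSO cells for no effect and high antibiotic wells for full effect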
inhibitors of VEEV 10K pilot screen: further read-out of inhibitors of VEEV, marked with its call; inhibition, %; measured here: 10K pilot screen inhibition
Starred values were filed as active, the others as inactive.

COc1ccc(/C(C)=N/N2CCCCC2)c(O)c1 was read as inhibitors of VEEV 0.8%, PhoP GFP inhibition 0%, H1N1 NS1A inhibition -8%, M. tuberculosis HTS 0% and tuberculosis growth -8%.
For N/C(=N\OC(=O)CCCc1ccccc1)c1ccc(Br)cc1 the results were inhibitors of VEEV 2.9%, PhoP GFP inhibition -4%, H1N1 NS1A inhibition -15%, M. tuberculosis HTS -5% and tuberculosis growth 11%.
`O=C(Cc1noc2ccccc12)NNC(=S)Nc1ccc(Cl)cc1` gave inhibitors of VEEV 0.6%, PhoP GFP inhibition 7%, H1N1 NS1A inhibition -2%, M. tuberculosis HTS 2% and tuberculosis growth 59%.
O=c1ccncn1C1OC(CO)C(O)C1O (centres undefined) was read as inhibitors of VEEV 1.5% and H1N1 NS1A inhibition 1%.
For Cc1cc(C)c(OCCN(C)C)c(Cl)c1 the results were inhibitors of VEEV 0.9%, PhoP GFP inhibition 3%, H1N1 NS1A inhibition 9%, M. tuberculosis HTS 0% and tuberculosis growth 4%.
O=[N+]([O-])c1c(C(Cl)Cl)nn(-c2ccc(Cl)cc2)c1N1CCCCC1 was read as inhibitors of VEEV inactive, PhoP GFP inhibition -5%, H1N1 NS1A inhibition 9%, M. tuberculosis HTS 16µM* and tuberculosis growth inconclusive.
O=C(Nc1cccc(Br)c1)c1ccc(Cl)c(S(=O)(=O)N2CCOCC2)c1 was read as inhibitors of VEEV 2.0%, PhoP GFP inhibition -11%, H1N1 NS1A inhibition 8%, M. tuberculosis HTS 6% and tuberculosis growth 21%.
COc1ccccc1/C=C/C(=O)NCCc1ccccn1 was read as inhibitors of VEEV inactive, PhoP GFP inhibition 3%, H1N1 NS1A inhibition 10%, M. tuberculosis HTS -2% and tuberculosis growth -1%.
COc1ccccc1N(CC(=O)Nc1ccccc1C(=O)N1CCOCC1)S(C)(=O)=O was read as inhibitors of VEEV 0.5%, PhoP GFP inhibition 0%, H1N1 NS1A inhibition 2%, M. tuberculosis HTS 7% and tuberculosis growth -10%.
`COc1cc(CNC2CCCC2)cc(Br)c1OCC(=O)Nc1ccccc1C` gave inhibitors of VEEV 1.2%, PhoP GFP inhibition 20%, H1N1 NS1A inhibition -11% and M. tuberculosis HTS 11%.
Screening CCOc1ccc(CCNC(=O)CS(=O)(=O)Cc2nc(-c3cccc(OC)c3)oc2C)cc1 returned inhibitors of VEEV 1.1%, PhoP GFP inhibition 3%, H1N1 NS1A inhibition -11%, M. tuberculosis HTS -7% and tuberculosis growth 3%.
For N=c1sc2c(n1Cc1ccccc1)CCCC2 the results were inhibitors of VEEV 0.5%, PhoP GFP inhibition 44%, H1N1 NS1A inhibition 1%, M. tuberculosis HTS 5% and tuberculosis growth 30%.
For Cc1cc(=O)n(CC(=O)NCCN2CCOCC2)c2c1c(C)nn2-c1ccccc1 the results were inhibitors of VEEV 0.2%, PhoP GFP inhibition 3%, H1N1 NS1A inhibition -4%, M. tuberculosis HTS -2% and tuberculosis growth -5%.
Screening COc1ccc(S(=O)(=O)N2CCC(C(=O)N[C@@H](C)C(=O)NCc3ccc(F)cc3)CC2)cc1 returned inhibitors of VEEV 24%, PhoP GFP inhibition -9%, H1N1 NS1A inhibition -9%, M. tuberculosis HTS 0% and tuberculosis growth 0%.
CN1CCN(NC(=O)c2cc(-c3ccc(Cl)s3)nc3ccccc23)CC1 was read as inhibitors of VEEV 7.2%, PhoP GFP inhibition 4%, H1N1 NS1A inhibition 6%, M. tuberculosis HTS 8% and tuberculosis growth 17%.
`Cc1sc2ncnc(NCCc3ccc(S(N)(=O)=O)cc3)c2c1C` gave inhibitors of VEEV inactive, PhoP GFP inhibition 21%, H1N1 NS1A inhibition 10%, M. tuberculosis HTS -1% and tuberculosis growth 20%.
COc1cccc(-c2cc3c(=O)n(-c4ccccc4)c(=S)[nH]c3s2)c1 was read as inhibitors of VEEV 6.2%, PhoP GFP inhibition -2%, H1N1 NS1A inhibition 3%, M. tuberculosis HTS -2% and tuberculosis growth -17%.
For N#Cc1c(NC(=O)CSc2ccccn2)oc(-c2ccccc2)c1-c1ccccc1 the results were inhibitors of VEEV 10%, PhoP GFP inhibition 13%, H1N1 NS1A inhibition 9%, M. tuberculosis HTS -5% and tuberculosis growth -21%.
`CCCOc1ccc(N2C(=O)CC(N3CCN(c4ccccc4F)CC3)C2=O)cc1` (centres undefined) gave inhibitors of VEEV 0.4%, PhoP GFP inhibition 3%, H1N1 NS1A inhibition 2%, M. tuberculosis HTS 0% and tuberculosis growth 26%.
For Cc1ccc(S(=O)(=O)C2(C(=O)Nc3cccnc3)CC2)cc1 the results were inhibitors of VEEV 0.5%, PhoP GFP inhibition -21%, H1N1 NS1A inhibition -2% and M. tuberculosis HTS -6%.
For COc1ccccc1CC(=O)O/N=C(\N)c1ccccn1 the results were inhibitors of VEEV 1.6%, PhoP GFP inhibition 6%, H1N1 NS1A inhibition -6%, M. tuberculosis HTS -4% and tuberculosis growth -2%.
Screening CCOC(=O)Nc1cccc(OCC(=O)Nc2ccccc2OCC)c1 returned inhibitors of VEEV 2.6%, PhoP GFP inhibition -10%, H1N1 NS1A inhibition -4%, M. tuberculosis HTS -11% and tuberculosis growth 65%.
For C/C(=N\n1cnnc1)c1ccc(C#N)cc1 the results were inhibitors of VEEV 0.4%, PhoP GFP inhibition 7%, H1N1 NS1A inhibition -12%, M. tuberculosis HTS -1% and tuberculosis growth -5%.
`CC1(OC(=O)c2ccc(Cl)nc2)C(=O)C=C2C=C3CCCN3C=C2C1=O` (centres undefined) gave inhibitors of VEEV 6.7%, PhoP GFP inhibition 4%, H1N1 NS1A inhibition -21%, M. tuberculosis HTS 0% and tuberculosis growth 16%.
Screening Cc1cc(NC(=O)CSc2nc(C(C)C)nc3sc(C)c(C)c23)no1 returned inhibitors of VEEV 0.1%, PhoP GFP inhibition -12%, H1N1 NS1A inhibition 1%, M. tuberculosis HTS -4% and tuberculosis growth -4%.
Screening Cc1cccc(OCCSc2nc3ccccc3n2CC(=O)O)c1 returned inhibitors of VEEV inactive, PhoP GFP inhibition -3%, H1N1 NS1A inhibition -5%, M. tuberculosis HTS 7% and tuberculosis growth 2%.
Screening Cc1cc(C)c(O)c(-c2cc(C(=O)Nc3cccnc3)[nH]n2)c1 returned inhibitors of VEEV 7.5%, PhoP GFP inhibition -1%, H1N1 NS1A inhibition 15%, M. tuberculosis HTS -6% and tuberculosis growth -5%.
For Cc1nc(NCC2CCCO2)c2nnn(Cc3ccccc3Cl)c2n1 (centres undefined) the results were inhibitors of VEEV 3.6%, PhoP GFP inhibition -1%, H1N1 NS1A inhibition -2%, M. tuberculosis HTS -2% and tuberculosis growth 10%.
C/C(=N\NC(=S)NCCc1ccccc1)c1ccc(C)cc1 was read as inhibitors of VEEV 3.8%, PhoP GFP inhibition 15%, H1N1 NS1A inhibition 0%, M. tuberculosis HTS -1% and tuberculosis growth inconclusive.
COc1ccc2c(c1)CCc1c(C(=O)N3CCCc4ccccc43)noc1-2 was read as inhibitors of VEEV 6.2%, PhoP GFP inhibition -16%, H1N1 NS1A inhibition 14%, M. tuberculosis HTS 26% and tuberculosis growth 48%.
`COc1ccc(CNC(=S)Nc2ccccc2C)cc1` gave inhibitors of VEEV 4.4%, PhoP GFP inhibition -10%, H1N1 NS1A inhibition -4%, M. tuberculosis HTS 0% and tuberculosis growth 51%.
`COc1ccc(N2COC3c4cccc5cccc(c45)C32)cc1` (centres undefined) gave inhibitors of VEEV 12%, PhoP GFP inhibition 5%, H1N1 NS1A inhibition 5%, M. tuberculosis HTS 92% and tuberculosis growth 21%.
CC(=O)Nc1ccc2c(c1)N(C(=O)CN(C)C)c1ccccc1CC2 was read as inhibitors of VEEV inactive, PhoP GFP inhibition 0%, H1N1 NS1A inhibition -7%, M. tuberculosis HTS -22% and tuberculosis growth -1%.
CCC(C(=O)NC(C)(C)C)N(Cc1cccs1)C(=O)CNS(=O)(=O)c1ccccc1 (centres undefined) was read as inhibitors of VEEV 0.9%, PhoP GFP inhibition 11%, H1N1 NS1A inhibition -13%, M. tuberculosis HTS -4% and tuberculosis growth 24%.
Screening CC(=O)c1cccc(S(=O)(=O)N2CCN(c3nc4cc(C)cc(C)c4cc3C#N)CC2)c1 returned inhibitors of VEEV 7.5%, PhoP GFP inhibition 0%, H1N1 NS1A inhibition 8%, M. tuberculosis HTS 3% and tuberculosis growth 39%.
Cc1n[nH]c(=O)c2c(NC(=O)CSc3nncs3)oc(C)c12 was read as inhibitors of VEEV 3.1%, PhoP GFP inhibition -6%, H1N1 NS1A inhibition -7%, M. tuberculosis HTS 1% and tuberculosis growth -4%.
`COc1ccc(C(CC(=O)Nc2nccs2)n2cccc2)cc1` (centres undefined) gave inhibitors of VEEV 9.6%, PhoP GFP inhibition -2%, H1N1 NS1A inhibition -17%, M. tuberculosis HTS 1% and tuberculosis growth 38%.
For COCCN(CC1CCCN(C2Cc3ccccc3C2)C1)C(=O)c1cccc(C)c1 (centres undefined) the results were inhibitors of VEEV inactive, PhoP GFP inhibition -8%, H1N1 NS1A inhibition -6%, M. tuberculosis HTS 1% and tuberculosis growth 25%.
For O=C(NC(O)C(=O)c1cccs1)c1cccnc1 (centres undefined) the results were inhibitors of VEEV 0.8%, PhoP GFP inhibition 20%, H1N1 NS1A inhibition -11%, M. tuberculosis HTS -1% and tuberculosis growth 9%.
For COc1ccccc1CCNC(=O)C(=O)NCC1OCCN1S(=O)(=O)c1ccccc1 (centres undefined) the results were inhibitors of VEEV 0.2%, PhoP GFP inhibition 4%, H1N1 NS1A inhibition -7%, M. tuberculosis HTS -9%, tuberculosis growth 34% and inhibitors of VEEV 10K pilot screen 0.6.
For CC(C)COc1cccc(C(=O)N(C)CC(=O)Nc2cccc3ccccc23)c1 the results were inhibitors of VEEV 0.9%, H1N1 NS1A inhibition 6%, M. tuberculosis HTS -4% and tuberculosis growth 61%.
Nc1c(C(=O)NC2CCCC2)c2nc3ccccc3nc2n1/N=C/c1ccco1 was read as inhibitors of VEEV inactive, PhoP GFP inhibition 19%, H1N1 NS1A inhibition -2%, M. tuberculosis HTS 3% and tuberculosis growth -3%.
Screening CC(C)[C@H](NC(=O)c1c(F)cccc1F)C(=O)Nc1cccc(Br)c1 returned inhibitors of VEEV 1.1%, PhoP GFP inhibition 4%, H1N1 NS1A inhibition -4%, M. tuberculosis HTS -1% and tuberculosis growth -8%.
`COc1ccc(CCn2nnnc2CN2CCN(C(=O)c3ccco3)CC2)cc1OC` gave inhibitors of VEEV inactive, PhoP GFP inhibition 3%, H1N1 NS1A inhibition 0%, M. tuberculosis HTS -2% and tuberculosis growth 1%.
CCOC(=O)C1CCCN(S(=O)(=O)c2cc3[nH]c(=O)c(=O)[nH]c3cc2C)C1 (centres undefined) was read as inhibitors of VEEV 0.4%, PhoP GFP inhibition -9%, H1N1 NS1A inhibition -2%, M. tuberculosis HTS -4% and tuberculosis growth 1%.
NNC(=O)C(Cc1c[nH]c2ccccc12)NC(=O)c1ccccc1 (centres undefined) was read as inhibitors of VEEV 3.3%, PhoP GFP inhibition 2%, H1N1 NS1A inhibition 0%, M. tuberculosis HTS 5% and tuberculosis growth 7%.
COC(=O)c1sc(NC(=O)CSc2nnnn2C)nc1C was read as inhibitors of VEEV 2.1%, PhoP GFP inhibition 9%, H1N1 NS1A inhibition 1%, M. tuberculosis HTS 0% and tuberculosis growth -14%.
COCCCN1CN(S(=O)(=O)c2cccs2)c2nc3ccccc3nc21 was read as inhibitors of VEEV 0.7%, PhoP GFP inhibition -2%, H1N1 NS1A inhibition -15%, M. tuberculosis HTS -10% and tuberculosis growth -11%.
Screening CCOc1ccc(CCNC(=O)Cn2c(-c3nonc3N)nc3ccccc32)cc1OCC returned inhibitors of VEEV 0.5%, PhoP GFP inhibition -11%, H1N1 NS1A inhibition 0%, M. tuberculosis HTS -7% and tuberculosis growth 8%.

Compound activity as filed in PubChem.
